High-throughput results as filed in PubChem.
MrgX1 ag: agonists of human MrgX1 receptor, primary screen, HEK293 cells, Fluo-4 calcium flux | Mas-related G-protein coupled receptor member X1 (Homo sapiens), Q96LB2 | Fluo-4 calcium fluorescence, agonist mode; active compounds read high | AID 588627, 2011 | B-score at 10 µM | hit rate 0.44% among 310,000;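 active = calcium response B-score plate-corrected fluorescence ratio at least 3 library SD, with starting fluorescence B-score inside 5 SD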
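Material – MrgX1-expressing HEK293 cells · Input – 15,000 cells seeded per well · Dosing – compound as first of three additions · Times – overnight seeding, then 1 h dark dye loading · Measured by – kinetic Fluo-4 NW fluorescence of intracellular calcium · Read-out – B-scored fluorescence response ratio · Benchmarks – positive and negative control wells on each plate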
HIF act: HIF pathway transcriptional activators, primary screen, cell-based, U2OS HRE-luciferase, luminescence; U2OS HRE-luciferase reporter; normalized: DMSO 0%, desferrioxamine 100%; activation, % at 7.5 µM (by protocol); hit rate 0.32% among 300,000; AID 1910, 2009;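 active = mean activation of at least 10% of the iron chelator positive control signal, with at least half of replicates also reaching 10%; inconclusive = mean and replicate majority disagree about reaching 10%; inactive = mean and most replicates under 10%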
TRPC4 potent: positive allosteric modulators of TRPC4, primary screen, cell-based, mouse TRPC4beta, HEK293 mu-opioid, Fluo-4 calcium | Short transient receptor potential channel 4 (Mus musculus), Q9QUQ5 | DAMGO EC20, Fluo-4 Ca2+ flux; active compounds read high | B-score at 10 µM | hit rate 0.42% among 310,000;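 active = B-score of calcium response area above 5 SD of library B-scores, with initial fluorescence ratio within 5 SD of library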;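 note: B-score of integrated fluorescence ratio over time as area under calcium response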
Target sequence (Q9QUQ5 whole entry, looked up): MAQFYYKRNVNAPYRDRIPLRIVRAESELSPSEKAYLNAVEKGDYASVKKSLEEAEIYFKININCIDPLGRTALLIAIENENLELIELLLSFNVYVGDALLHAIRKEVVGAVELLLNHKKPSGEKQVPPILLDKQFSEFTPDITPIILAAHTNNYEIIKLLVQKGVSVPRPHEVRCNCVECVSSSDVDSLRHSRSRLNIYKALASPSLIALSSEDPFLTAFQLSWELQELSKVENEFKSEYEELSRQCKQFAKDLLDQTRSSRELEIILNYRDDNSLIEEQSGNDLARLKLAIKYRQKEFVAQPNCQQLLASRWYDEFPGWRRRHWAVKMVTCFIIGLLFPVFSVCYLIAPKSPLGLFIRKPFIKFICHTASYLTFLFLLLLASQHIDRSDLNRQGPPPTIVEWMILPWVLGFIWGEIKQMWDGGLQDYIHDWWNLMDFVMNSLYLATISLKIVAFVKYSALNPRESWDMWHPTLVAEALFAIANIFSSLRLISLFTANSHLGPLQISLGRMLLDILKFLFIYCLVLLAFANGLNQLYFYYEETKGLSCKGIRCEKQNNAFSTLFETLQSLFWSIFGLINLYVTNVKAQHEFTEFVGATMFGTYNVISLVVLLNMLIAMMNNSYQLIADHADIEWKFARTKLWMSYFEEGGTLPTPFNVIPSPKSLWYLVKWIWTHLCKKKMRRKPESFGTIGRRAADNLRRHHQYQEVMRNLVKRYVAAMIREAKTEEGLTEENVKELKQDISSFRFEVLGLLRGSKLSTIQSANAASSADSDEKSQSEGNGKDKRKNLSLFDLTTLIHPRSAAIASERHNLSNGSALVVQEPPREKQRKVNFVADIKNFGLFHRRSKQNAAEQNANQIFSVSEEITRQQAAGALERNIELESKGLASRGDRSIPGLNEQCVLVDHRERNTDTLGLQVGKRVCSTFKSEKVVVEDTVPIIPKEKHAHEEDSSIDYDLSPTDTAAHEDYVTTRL
TRPC4 agonist: activators of mouse TRPC4 channel, primary screen, Fluo4 calcium, HEK293 TRPC4beta/mu-opioid cells. Short transient receptor potential channel 4 (Mus musculus), Q9QUQ5. Fluo4 calcium fluorescence; active compounds read high. B-score at 10 µM. hit rate 0.49% among 310,000;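 active = B-score above 5 SD of library B-scores, and initial fluorescence ratio not above library mean plus 5 SD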;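 note: positive B-score marks a calcium rise read as TRPC4 activation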
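Assay system: HEK293 stable line with TRPC4beta plus mu-opioid receptor. Times: dye 45 min RT, read 110 s. Measured by: kinetic Fluo4 calcium fluorescence. Measure: B score of integrated ratio. Controls: assay buffer as low control, maximal DAMGO as high control.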
MrgX1 antagonist: antagonists of human MrgX1 receptor, primary screen, HEK293 cells, Fluo-4 calcium flux; AID 588676, 2011; BAM8-22 antagonism; active compounds read low; B-score at 10 µM; Mas-related G-protein coupled receptor member X1 (Homo sapiens), Q96LB2; hit rate 1.3% among 310,000;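 active = calcium-response B-score plate-corrected more than 3 library SD below zero, starting fluorescence within 5 deviations, no agonist response on first addition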;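 note: peak minus trough fluorescence over baseline after final BAM8-22 challenge near maximal dose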
AI-2 QS mod: Vibrio harveyi AI-2 quorum sensing modulators, primary screen, JMH597 strain, luminescence/OD600 ratio; Vibrio harveyi JMH597 AI-2 luminescence/OD600 ratio, 9 h; active compounds read low; strain lacks LuxN and CqsS sensors; 0 = neutral-control median; activity change, % at 7.5 µM; hit rate 0.4% among 300,000; AID 2094, 2009; in the data active = activity change below about -75%, passing the limit was not always enough; inconclusive = no clear call, values can overlap the other calls;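 note: luminescence divided by OD600 gain over 9 h not by final OD600 alone; inactives centre near 13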
TRPC6 activator: mouse TRPC6 channel activators, primary screen, cell-based, HEK293, membrane potential dye; Short transient receptor potential channel 6 (Mus musculus), Q61143; HEK293-TRPC6 membrane potential dye fluorescence; active compounds read high; B-score at 10 µM; hit rate 0.13% among 310,000;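 active = B-score of the integrated fluorescence ratio above library mean plus 3 SD, and starting fluorescence ratio within library mean plus 5 SD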;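 note: higher score means more depolarization so channel activation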
TRPC6 inhibitor: mouse TRPC6 channel inhibitors, primary screen, cell-based, HEK293, membrane potential dye | Short transient receptor potential channel 6 (Mus musculus), Q61143 | ACh-evoked depolarization; active compounds read low | B-score at 10 µM | hit rate 1.1% among 310,000;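 active = B-score under library mean minus 3 SD, initial fluorescence not abnormally high, positive integrated signal ratio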;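 note: B-score derived from integrated fluorescence ratio over the kinetic read; more negative B-score means stronger inhibition of depolarization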
TRPC4 block: inhibitors of mouse TRPC4 channel, primary screen, Fluo4 calcium, HEK293 TRPC4beta/mu-opioid cells | DAMGO-evoked Fluo4 calcium flux; active compounds read low | B-score at 10 µM | hit rate 0.39% among 300,000;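 active = B-score over 3 SD under the library average, no early fluorescence shift, positive overall ratio signal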
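Assay system: TRPC4beta/mu-opioid receptor HEK293 cell line; compound dosing: single concentration per test compound; detection: Fluo4 Ca2+ flux fluorescence; evaluation: per-well B score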
PolyA inh: polyadenylation inhibitors in yeast reporter cells, primary screen, luminescence, S. cerevisiae. S. cerevisiae SKY197-pL101 polyadenylation reporter, beta-gal luminescence; efflux-impaired pdr1/pdr3 knockout yeast; score 100 = 6 SD above DMSO. calls only at 12 µM. AID 1875, 2009. hit rate 0.02% among 300,000;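 active = lowest replicate activity score at least 50, where 100 means six control SD above control mean; inconclusive = lowest score under 50 but half or more replicates reach 50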;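 note: yeast exposed to compound for 9 h at 30 °C; higher score means more reporter readthrough which indicates perturbed polyadenylation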
MrgX1 PAM: positive allosteric modulators of MrgX1, primary screen, HEK293 cells, Fluo-4 calcium flux | FDSS; active compounds read high | B-score at 10 µM | hit rate 0.63% among 310,000 | AID 588675, 2011;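 active = plate-corrected calcium response at least 3 library SD above typical, normal starting fluorescence, not activating the receptor alone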;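 note: compound read alongside a low EC10 to EC30 dose of BAM8-22 agonist; peak minus trough fluorescence over baseline measured at the second addition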
Numbers without * were called inactive; i = inactive; ? = inconclusive; . = no result given. Not all compounds are listed; the hit share may differ from the screen's.

SMILES	MrgX1 ag	HIF act	TRPC4 potent	TRPC4 agonist	MrgX1 antagonist	AI-2 QS mod	TRPC6 activator	TRPC6 inhibitor	TRPC4 block	PolyA inh	MrgX1 PAM
O=C(Nc1ccc(S(=O)(=O)Nc2nccs2)cc1)c1cc(-c2ccncc2)nc2ccccc12	i	-0.3	i	i	i	30.3	i	i	i	i	i
CCCCn1c(SCC(=O)N2CCCc3ccccc32)nc2c1c(=O)n(C)c(=O)n2C	i	-0.3	i	i	i	-10.4	i	i	i	i	i
NC(=O)C1CCN(C(=O)c2ccc(Oc3ccccc3)cc2)CC1	i	0.0	i	i	i	-4.6	i	i	i	i	i
COc1ccc(Br)c(C(=O)Nn2c(C)nc3ccccc3c2=O)c1	i	0.4	i	i	i	19.7	i	i	i	i	i
Cc1ccc(S(=O)(=O)NCc2ccc(C(=O)N3CCCC3)cc2)cc1	i	0.1	i	i	i	27.0	i	i	i	i	i
O=C1CC(NNC(=O)c2cccc(F)c2)C(=O)N1 (stereo not given)	i	0.5	i	i	i	25.0	i	i	i	i	i
Cc1occc1C(=O)N/N=C/C=C\c1ccccc1[N+](=O)[O-]	i	0.3	i	i	i	18.5	i	i	i	i	i
CNC(=O)c1cc2cc(Cc3ccccc3Cl)ccc2oc1=O	i	0.0	i	i	i	3.5	i	i	i	i	i
N#CC1=C(N)NC(SCC(=O)c2ccc(Cl)cc2)=C(C#N)C12CCCC2	i	0.0	i	i	i	49.7	i	i	i	i	i
C=CCC1NS(=O)(=O)OC(CCCC)C1O (stereo not given)	i	0.5	i	i	i	23.0	i	i	i	i	i
O=C(OCCN1CCCC1)C1(c2ccccc2)CCCC1	.	-0.7	i	i	.	10.7	i	-8*	i	i	.
CCOc1ccc(S(=O)(=O)NCc2ccco2)c2ccccc12	i	-0.1	i	i	i	7.0	i	i	i	i	i
COC(=O)Nc1ccc(OCc2ccccc2)cc1	i	2.6	i	i	i	-54.6	i	i	i	i	i
Cc1cc(C)cc(OCC(=O)NN2Cc3ccccc3C2=N)c1	i	0.4	i	i	i	16.7	i	i	i	i	i
O=[N+]([O-])c1ccccc1S(=O)(=O)N1CCN(C2CCCC2)CC1	i	0.0	i	i	i	18.7	i	i	i	i	i
COC(=O)c1ccc(NC(=O)CN2C(=O)CCC2=O)cc1	i	0.5	i	i	i	10.4	i	i	i	i	i
O=C(NC1CCCCC1)C(c1ccccc1)N(C(=O)c1csnn1)C1CCCC1 (stereo not given)	i	0.0	i	i	i	17.2	i	i	i	i	i
CCOc1cccc2sc(N(CCCN(C)C)C(=O)c3ccc(S(=O)(=O)N4CCc5ccccc5C4)cc3)nc12	i	0.2	i	i	i	-3.9	i	i	i	i	i
C=CCn1c(SCC(=O)NCc2ccco2)nc2sc(C)c(C)c2c1=O	i	-0.1	i	i	i	8.3	i	i	i	i	i
O=C(COc1ccc(-c2ccccc2)cc1)N/N=C/c1ccccc1Br	i	-0.5	i	i	i	10.5	i	i	i	i	i
CCN(CC)c1ccc(/C=N/Nc2nc(C)cc(=O)[nH]2)cc1	i	0.0	i	i	i	-16.2	i	i	i	i	i
COc1ccc(NC(=O)c2cccs2)cn1	i	18.7*	i	i	i	19.3	i	i	i	i	i
CCCn1cc(SCC(=O)NCc2ccco2)c2ccccc21	i	0.2	i	i	-9.03*	5.9	i	i	i	i	i
COc1ccc(C)cc1N(C(=O)c1snc(C(N)=O)c1N)C(C(=O)NC1CCCC1)c1ccc(F)cc1 (stereo not given)	i	-0.6	i	i	i	27.9	i	i	-11*	i	i
CCOc1ccc(S(=O)(=O)/N=C(/Nc2ccc(OC)cc2)c2ccccc2)cc1	i	1.4	i	i	i	18.9	i	i	i	i	i
N#Cc1ccc(Oc2ccc(S(=O)(=O)N3CCCCC3)cn2)cc1	i	-3.7	i	i	i	27.1	i	i	i	i	i
CCOc1ccc(C(=O)C(C)OC(=O)c2nc(Cl)ccc2Cl)cc1 (stereo not given)	i	0.6	i	i	i	2.4	i	i	i	i	i
COC(=O)c1cn(C(=O)c2ccccc2Cl)c2ccccc12	i	-0.2	i	i	i	-0.2	i	i	i	i	i
O=C(N[C@H]1CCCCNC1=O)c1cc(COc2ccc(F)cc2F)on1	i	2.1	i	i	i	-60.9	i	i	i	i	i
COC(=O)C1SCC2C(=O)N(Cc3ccc(Cl)cc3)CC(=O)N21 (stereo not given)	i	-0.2	i	i	i	-2.1	i	i	i	i	i
CCOC(=O)N1CCC(NC(=O)CC2C(=O)NCCN2Cc2cccc(F)c2F)CC1 (stereo not given)	i	-0.7	i	i	i	37.9	i	i	i	i	i
C(=N\Nc1nc(N2CCOCC2)nc(N2CCOCC2)n1)/c1ccco1	i	0.2	i	i	i	39.5	i	i	i	i	i
Cc1sc2nc(CSCC(=O)Nc3c(F)cccc3F)[nH]c(=O)c2c1C	i	0.7	i	i	i	12.7	i	i	i	i	i
COc1cc(NC(=S)NC2CC(C)(C)NC(C)(C)C2)cc(OC)c1	i	0.8	i	i	i	18.7	i	i	i	i	i
COc1ccc(CN(C)C(=O)c2[nH]c(C)c(C(C)=O)c2C)cc1F	i	-0.2	i	i	i	20.2	i	i	i	i	i
CC(C)Cc1ccc(C(=O)Nc2ccc(Cc3ccncc3)cc2)o1	i	-0.1	i	i	i	2.8	i	i	i	i	i
COc1ccc(C(=O)NN/C(=N/S(=O)(=O)c2ccc(C)cc2)c2ccccc2)cc1	i	1.5	i	i	i	0.9	i	i	i	i	i
Cc1[nH]nc2c1/C(=N\O)CCC2	i	-0.2	i	i	i	18.4	i	i	i	i	i
COC(=O)Cc1csc(NCc2ccccc2)n1	i	-0.1	i	i	i	42.7	i	i	i	i	i
CN(CCCC(=O)Nc1ccc(Br)cc1F)S(=O)(=O)c1ccccc1	i	-0.2	i	i	i	-4.9	i	i	i	i	i
Cn1c(=O)[nH]c(=O)c2c1nc(NCc1ccccc1)n2Cc1ccc(F)cc1	i	0.2	i	i	i	7.5	i	i	i	i	i
COc1ccccc1NC(=O)N1CCC(C(=O)c2ccc(F)cc2)CC1	i	.	i	i	i	12.3	i	i	i	i	i
O=C(COC(=O)Cc1ccccc1[N+](=O)[O-])NCC1CCCCC1	i	-0.3	i	i	i	-4.1	i	i	i	i	i
O=C(Nc1ccc(-c2cn3ccccc3n2)cc1)c1ccc(Cl)cc1	i	0.5	i	i	i	-14.9	i	i	i	i	i
CC1CCN(C2=NC(=O)/C(=C/c3ccccc3F)S2)CC1	i	-0.8	i	i	i	12.4	i	i	i	i	i
O=C(NC1CCCCC1)N1CCCC(CNS(=O)(=O)Cc2ccccc2)C1 (stereo not given)	i	-0.7	i	i	i	8.7	i	i	i	i	i
CC(=O)Nc1ccccc1NC(=O)C/C(C)=N/NC(=O)C(=O)N1CCCCC1	i	-0.2	i	i	i	20.4	i	i	i	i	i
CN(C)CC(C)(C)CNC(=O)C1CCN(CCCc2ccccc2)CC1	i	1.3	i	i	i	15.4	i	i	i	i	i
Cc1cc(NC(=O)c2cc(-c3cccc(OCC(C)C)c3)nc3ccccc23)no1	i	-0.2	i	i	i	40.5	i	i	i	i	i
CCC(=O)N(CCC1(C(C)C)CCOC(C)(C)C1)Cc1ccco1 (stereo not given)	i	0.0	i	i	i	15.4	i	i	i	i	i
Further compounds.
SMILES	MrgX1 ag	HIF act	TRPC4 potent	TRPC4 agonist	MrgX1 antagonist	AI-2 QS mod	TRPC6 activator	TRPC6 inhibitor	TRPC4 block	PolyA inh	MrgX1 PAM
O=C(CN1C(=O)C2C3CCC(C3)C2C1=O)OCC(=O)c1ccc(Br)cc1 (stereo not given)	i	0.1	i	i	i	10.7	i	i	i	i	i
CCc1ccccc1N1C(=O)CN(Cc2cc(OC)c(OC)c(OC)c2)C1=S	i	-1.5	i	i	i	15.5	i	i	i	i	i
CCCc1cc(-c2n[nH]c(=S)n2CC(C)C)cs1	i	-0.3	13*	i	i	23.9	i	i	i	i	i
CN(C)C(=O)CSC1c2ccccc2C(=O)N1c1ccccc1 (stereo not given)	i	-0.2	i	i	i	18.0	i	i	i	i	i
Cc1c(Cl)cccc1NC(=O)CCC(=O)NNC(=O)CCC(=O)O	i	0.0	i	i	i	16.5	i	i	i	i	i
O=C(N/N=C/c1ccc(F)cc1)c1cc(-c2ccc3c(c2)OCO3)n[nH]1	i	?	i	i	i	-7.9	i	i	i	i	i
CC1(c2cccs2)CC(c2cccs2)=C(C#N)C(=O)N1 (stereo not given)	i	-0.1	i	i	i	2.2	i	i	i	i	i
COc1ccc(C(=O)/C=C/Nc2ccc([N+](=O)[O-])cc2)cc1	i	0.5	i	i	i	-3.1	i	i	i	i	i
Cc1ccc(NC(=O)CC2NCCNC2=O)cc1Cl (stereo not given)	i	0.8	i	i	i	27.4	i	i	i	i	i
O=c1cc(CSc2ccc(Cl)cc2)nc(-c2ccccn2)[nH]1	i	7.0	i	i	i	27.8	i	i	i	i	i
CCN(CC)C(=O)CSc1nc2ccccc2c(=O)n1CC	i	-1.0	i	i	i	17.1	i	i	i	i	i
CN(C)CCNc1c2c(nc3nnnn13)CCCC2	i	0.5	i	44*	i	18.7	i	i	i	i	i
COC(=O)Nc1sc2c(c1C(N)=O)CCCCCC2	i	-43.0	i	i	i	-3.3	i	i	i	i	i
